S3 lipid droplet: qHTS Assay for Lipid Storage Modulators in Drosophila S3 Cells. Drosophila S3 cells, BODIPY lipid droplet fluorescence, 18-24 h; cells fed with added oleic acid. Potency in µM for hits, for the others lipid storage change, negative = inhibition, % at the top dose, mostly 46.1 µM. hit rate 0.64% among 320,000. AID 2685; active = well fitted inhibition curve with a large enough effect in the signal ratio, with a control signal flat, not every such curve was filed as active; inconclusive = small, poorly fitted or top-dose-only effect, or effect the other way, or a change in a side signal; the % refers to the signal ratio
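Laser-scanning cytometry quantifies lipid droplet accumulation (500–530 nm total intensity; droplet/cell object ratio) in oleic acid-fed (400 uM added) Drosophila S3 cells treated with a concentration series. 20 uM Triacsin C defined 100% inhibition.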
S3 lipid droplet cell count max: second read-out of S3 lipid droplet, no call of its own (marks repeat the call); cell number change, %; measured here: cell count max response;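 cells counted by Cell Tracker Red CMTPX staining in the red channel; peak over a dose series mostly up to 46.1 µM; percent activity relative to internal control wells on each plate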
An asterisk follows results filed as active; i = inactive; ? = inconclusive; / = no result given; [ ] = remark or other dose. % is scaled to controls: 0 for no effect and ±100 for the full control effect; potency is read from the fitted curve at half-maximal effect. Some of the compounds tested (hit frequency here may not be typical).

SMILES	S3 lipid droplet	S3 lipid droplet cell count max
C[C@H](NC(=O)c1nc[nH]c1C(=O)NCCCCCNC(=O)OC(C)(C)C)c1ccccc1	i	5
Cn1c(=O)c2c(-c3cccc(Br)c3)c(C#N)c(N)nc2n(C)c1=O	6%	5
COc1ccc(NC(=O)c2ccc(C)cc2Cl)c([N+](=O)[O-])c1	-7%	-6
Cc1ccc(CC(=O)N2CCOCC2)cc1	?	/
Cc1ccc(C(=O)Nc2ncc3c(n2)CC(c2ccco2)CC3=O)cc1 (stereo unspecified)	?	/
Cc1sc2nc(CN3CCCC3)nc(N3CCN(S(=O)(=O)c4ccccc4)CC3)c2c1C	6%	-15
CC1(c2ccccc2)NC(=O)N(CC(=O)Nc2ccccc2N2CCCC2)C1=O (stereo unspecified)	i[0.0737 µM]	/
CCOC(=O)N1CCN(CC(=O)N2c3ccccc3Sc3ccccc32)CC1	-12%	-13
CC(=O)N1c2ccc(S(=O)(=O)N(C)CC(=O)NC3CCCCC3C)cc2CC1C (stereo unspecified)	i	/
CC1CN(CC(=O)NCc2ccc(F)cc2)CC(C)O1 (stereo unspecified)	?	/
O=C(Nc1ccncc1)c1cccc2ccccc12	11%	-4
O=C(Nc1cnc2ccccn2c1=O)c1ccc(Cl)cc1Cl	22%	/
COc1ccc(C(=O)Nc2ccc(N3CCCC3)cc2)cc1Br	?	/
O=C(O)CCc1ccc(-c2cccs2)n1CC1CCCO1 (stereo unspecified)	i	-4
CNC(=O)c1sc(N2N=C3/C(=C/c4ccccc4)CCCC3C2c2ccccc2)nc1C (stereo unspecified)	?	/
Cc1ccc(OCCCCCN2CCOCC2)cc1	i	18
COC(=O)c1ccc(S(=O)(=O)N2CCCN(Cc3ccccc3)CC2)n1C	i	/
Cc1ccc(N2CCN(S(=O)(=O)c3ccc(F)c(C)c3)CC2)c(C)c1	-31%	-8
COc1ccc(S(=O)(=O)N2CCCCCC2)cc1C(=O)N1CCN(c2ccccc2C)CC1	?	/
CCCCCC(=O)NC(=S)Nc1cccc(-c2nc3ncccc3o2)c1	?	/
Cc1cc(C=O)c(C)n1-c1sc2c(c1C(=O)O)CCCC2	?	/
CC(NC(=O)CN1C(=O)NC2(CCCC2)C1=O)c1ccc2ccccc2c1 (stereo unspecified)	?	/
CC1(C)Cc2nc(NCCCO)c(C#N)cc2CO1	?	/
CSc1snc(SCC(N)=O)c1C#N	?	/
COc1ccc(CN(C)C(=O)C2CSC3(C)CCC(=O)N23)cc1 (stereo unspecified)	8%	8
O=c1cc(-c2ccccc2Cl)oc2c(NS(=O)(=O)c3cccs3)ccc(O)c12	?	/
O=C(NCCCN1CCN(c2cccc(Cl)c2)CC1)c1nc(-c2ccncc2)no1	?	/
Cc1ccc(-c2nnc(N3CCOCC3)c3ccccc23)cc1S(=O)(=O)N(C)C	?	/
O=C1c2cccc3c(N4CCOCC4)c([N+](=O)[O-])cc(c23)C(=O)N1c1cccc2ccccc12	8%	5
CCc1ccc(CCC(=O)Nc2ccc(Br)cc2)o1	12%	16
CCOc1cccc(N2C(=O)CC(N3CCC(C(N)=O)(N4CCCCC4)CC3)C2=O)c1 (stereo unspecified)	-2%	9
COc1cc(S(=O)(=O)N(Cc2ccccn2)Cc2ccccc2Cl)ccc1-n1cnnn1	4%	9
CCCOc1ccc(CC(=O)NNC(=S)Nc2ccccc2)cc1Br	?	/
COC(=O)Cn1c(=O)c2c(nc(Br)n2Cc2ccccc2Cl)n(C)c1=O	?	/
COc1ccc(C2c3ccsc3CCN2C(=O)NC(C)(C)C)cc1 (stereo unspecified)	-4%	9
[O-]/[N+](=C\c1ccccc1)c1ccccc1	?	/
CC(C)c1ccc(NC(=O)C(=O)C2C(=O)Nc3ccccc32)cc1 (stereo unspecified)	?	/
Cc1cc(OCC(=O)Nc2ccccn2)c2c(C)cc(=O)oc2c1	?	/
O=S(=O)(c1ccc(Cl)cc1)N1CCC(c2nc3ccccc3[nH]2)CC1	?	/
CCNC(=O)CNC(=O)c1nn(Cc2ccccc2)c(=O)c2ccccc12	?	/
O=C(CN(c1ccccc1Cl)S(=O)(=O)c1ccccc1)N/N=C/c1ccccc1C(=O)O	-14%	7
C/C(CCc1oc2c(Br)cc(Br)cc2c1-c1ccc(C)o1)=N\O	?	/
Cc1ccc(OCC(=O)NNC(=O)C2CSC3(C)CCC(=O)N23)cc1 (stereo unspecified)	?	/
COc1cc(/C=N/Nc2nc3ccccc3o2)cc(OC)c1O	i	19
O=C(O)C1CCCCC1C(=O)NCCCn1ccnc1 (stereo unspecified)	17%	-17
CC(C)CCN(C(=O)c1csnn1)C(C(=O)NC1CCCC1)c1ccc(F)cc1 (stereo unspecified)	?	/
CC(C)NC(=O)Cn1nnc(-c2cccc(NC(=O)c3ccccc3F)c2)n1	-3%	-19
CCc1ccccc1N1CCN(S(=O)(=O)c2ccc(F)c(C)c2)CC1	?	/
CC1CCN(C(=O)COC(=O)C23CC4CC(CC(O)(C4)C2)C3)CC1	?	/
COc1ccc(C(=O)Nc2ccccc2C(=O)N/N=C/c2ccncc2)cc1OC	?	/
CNc1c(N)c(=O)oc2ccccc12	-11%	-7
COCCN(C(=O)c1ccccc1OC)c1nnc(C)s1	3%	24
Cc1ccc(S(=O)(=O)NNC(=O)Nc2ccc(Cl)cc2)cc1	-29%	22
COc1cc(OC)cc(C(=O)NC(C(=O)Nc2ccc3c(c2)CCC3)C(C)C)c1 (stereo unspecified)	9%	1
COc1ccc(C)cc1-n1nnnc1SCC1CCCO1 (stereo unspecified)	i	/
O=C(NCCc1ccc(Cl)cc1Cl)c1cc([N+](=O)[O-])c[nH]c1=O	?	/
Cc1nc(-c2ccc(NC(=O)c3cccs3)cc2)cs1	?	/
Cn1cccc1CC(=O)N/N=C/c1ccc([N+](=O)[O-])cc1	-1%	-8
COc1cccc(NC(=O)CN(C)C(=O)c2cc(S(=O)(=O)N3CCCCC3)ccc2Cl)c1	24%	/
Nc1cc(OC(=O)c2c(F)cccc2Cl)nn1S(=O)(=O)c1ccccc1	0.52µM*	-4.2*
Next section:
SMILES	S3 lipid droplet	S3 lipid droplet cell count max
CC1(C)CC(=O)C(C2C3=C(CC(C)(C)CC3=O)Oc3ccccc32)C(=O)C1 (stereo unspecified)	?	/
Cc1cc(/C(=N/O)C(C)(C)NO)ccc1Cl	i	/
O=C(CN(c1ccc(F)cc1)S(=O)(=O)c1ccc2c(c1)OCCO2)N1CCOCC1	-9%	-13
O=C(COC(=O)Cc1c[nH]c2ccccc12)Nc1ccccc1	15%	-1
COc1cc(C(=O)NCCc2ccc(S(N)(=O)=O)cc2)ccc1OCc1c(C)noc1C	?	/
C#CCOCCOCCOCCNc1nc(N2CCN(C(=O)Cn3cc(CCCCN)nn3)CC2)nc(N2CCN(C(=O)[C@H](C(C)C)n3cc(CCO)nn3)CC2)n1	-3%	8
COc1ccc(C(=O)NC(=S)NC(C)(C)C)cc1Br	?	/
COC(=O)CN(c1ccc(Cl)cc1C)S(C)(=O)=O	-11%	-7
CC(=O)Nc1ccc(NS(C)(=O)=O)cc1	?	/
O=C(O)c1ccccc1C(=O)NCCc1c(C(=O)O)[nH]c2ccc(Cl)cc12	?	/
CCOc1ccc(CCNC(=O)CS(=O)Cc2nc(-c3ccccc3Cl)oc2C)cc1OCC (stereo unspecified)	i	/
COc1ccc(S(=O)(=O)N(CCCN2CCOCC2)Cc2cccc3ccccc23)cc1	?	/
Cc1ccc(NS(=O)(=O)c2cccc(C(=O)NCC(c3ccc(F)cc3)N3CCOCC3)c2)cc1 (stereo unspecified)	?	/
CCCNC(=O)c1cc(-c2ccccc2)c(N2CCCCC2)s1	i	13
CC(C)n1cc(C(N)=S)c(=O)n(Cc2ccccc2)c1=O	?	/
CC1=NN(/C(=N\c2nnc(C)s2)Nc2ccccc2)[C@H](c2ccc(C)cc2)S1	-1%	-14
CN=CC1=C(O)C(C(=O)OC)C(C)(C)CC1=O (stereo unspecified)	4%	-11
CCN(C(=O)c1c(-c2ccccc2)noc1C)c1ccccc1	i	-1
CCc1cccc(OCC(=O)Nc2cc(Cl)ccc2-n2cncn2)c1	?	/
Cc1cc(F)ccc1NC(=O)Nc1ccc2c(c1)OCO2	5%	-18
Cc1cccc(C)c1NC(=O)c1nc(S(=O)(=O)Cc2ccccc2)ncc1Cl	?	/
O=C(Nc1ccc(F)cc1)c1cccc2c1C(=O)N(Cc1ccccn1)C2	?	/
CC1CN(S(=O)(=O)c2cccc(C(=O)Nc3ccc(S(=O)(=O)Nc4ncccn4)cc3)c2)CC(C)O1 (stereo unspecified)	?	/
Cc1ccc2[nH]c(O)c(N=NC(=O)CCc3ccccc3)c2c1Br	11%	-16
COCCNC(=O)CN(Cc1ccc(F)cc1)C(=O)CCC(=O)Nc1nccs1	?	/
CC(=O)N(CCCCl)C(C#N)c1ccccc1 (stereo unspecified)	-6%	-13
CCc1c(C)nc(N2CCN(c3ccc(Cl)cc3)CC2)[nH]c1=O	?	/
CCOC(=O)c1c(C)n(-c2ccc(C)cc2)c2c(C(C(C)=O)C(=O)O)c(Br)c(O)c(O)c12 (stereo unspecified)	i	7
O=C(CCNS(=O)(=O)c1ccccc1)OCc1nnc(-c2ccccc2)o1	4%	6
O=C(/C=C/c1ccco1)OCc1nnc(-c2ccccc2)o1	6%	13

Reformatted bar-delimited: entries from further up
mol | S3 lipid droplet | S3 lipid droplet cell count max
COc1ccc(C(=O)Nc2ccc(N3CCCC3)cc2)cc1Br | ? | /
O=C(O)CCc1ccc(-c2cccs2)n1CC1CCCO1 (stereo unspecified) | i | -4
CNC(=O)c1sc(N2N=C3/C(=C/c4ccccc4)CCCC3C2c2ccccc2)nc1C (stereo unspecified) | ? | /
Cc1ccc(OCCCCCN2CCOCC2)cc1 | i | 18
COC(=O)c1ccc(S(=O)(=O)N2CCCN(Cc3ccccc3)CC2)n1C | i | /
Cc1ccc(N2CCN(S(=O)(=O)c3ccc(F)c(C)c3)CC2)c(C)c1 | -31% | -8
COc1ccc(S(=O)(=O)N2CCCCCC2)cc1C(=O)N1CCN(c2ccccc2C)CC1 | ? | /
CCCCCC(=O)NC(=S)Nc1cccc(-c2nc3ncccc3o2)c1 | ? | /
Cc1cc(C=O)c(C)n1-c1sc2c(c1C(=O)O)CCCC2 | ? | /
CC(NC(=O)CN1C(=O)NC2(CCCC2)C1=O)c1ccc2ccccc2c1 (stereo unspecified) | ? | /
CC1(C)Cc2nc(NCCCO)c(C#N)cc2CO1 | ? | /
CSc1snc(SCC(N)=O)c1C#N | ? | /
COc1ccc(CN(C)C(=O)C2CSC3(C)CCC(=O)N23)cc1 (stereo unspecified) | 8% | 8
O=c1cc(-c2ccccc2Cl)oc2c(NS(=O)(=O)c3cccs3)ccc(O)c12 | ? | /
O=C(NCCCN1CCN(c2cccc(Cl)c2)CC1)c1nc(-c2ccncc2)no1 | ? | /
Cc1ccc(-c2nnc(N3CCOCC3)c3ccccc23)cc1S(=O)(=O)N(C)C | ? | /
O=C1c2cccc3c(N4CCOCC4)c([N+](=O)[O-])cc(c23)C(=O)N1c1cccc2ccccc12 | 8% | 5
CCc1ccc(CCC(=O)Nc2ccc(Br)cc2)o1 | 12% | 16

Continued:
SMILES	S3 lipid droplet	S3 lipid droplet cell count max
Cn1c(N2CCCCC2)nc2c1c(=O)n(Cc1cccc(Br)c1)c(=O)n2C	1%	12
O=C(Nc1ccc(S(=O)(=O)N2CCCC2)cc1)C1CCCCC1	i	8
O=C(CNS(=O)(=O)c1cccs1)NCc1ccccc1	?	/
CCCCn1cnc2c(=S)nc(N)[nH]c21	7%	5
CC(C)[C@H](NC(=O)C1CCN(S(=O)(=O)c2ccccc2)CC1)C(=O)NCc1ccccc1	?	/
O=C(COC(=O)C1CC(=O)N(Cc2ccccc2)C1)c1ccc(F)cc1 (stereo unspecified)	i	/
COc1cc(C(=O)Nc2ccc3oc(-c4cccnc4)nc3c2)cc(OC)c1OC	?	/
COc1ccc(S(=O)(=O)Nc2nc3n(n2)C(c2ccc(Cl)cc2)CC(=O)N3)cc1 (stereo unspecified)	?	/
Cc1ccc(CNC(=O)CN2C(=O)c3ccccc3S2(=O)=O)cc1	i	21
COc1ccc(CN2CCN(C(=O)c3ccc(F)cc3)CC2)c(OC)c1	?	/
CCOC(=O)N1CCN(C(=O)CSc2cc(C)nc3c(-c4ccccc4OC)c(C)nn23)CC1	?	/
Clc1cc(NCc2ccccc2)ncn1	?	/
CCOc1cc(/C=C/C(=O)c2ccc(OC)c(CN3CCOCC3)c2)cc(Br)c1O	?	/
Cc1ccc(CN2CCN(/N=C/c3cc(Br)cc(Br)c3O)CC2)c(C)c1	4%	-1
CCCS(=O)(=O)N1CCN(CCN2C(=O)c3cccc4cccc(c34)C2=O)CC1	?	/
O=C(CSc1ncn[nH]1)N1c2ccccc2Sc2ccccc21	?	/
CCC(=O)NC(=S)Nc1ccc(NC(=O)CC)cc1	?	/
Cc1cccc(C(=O)NCC(=O)N2CCN(c3ccc(Cl)cc3)CC2)c1	12%	1
C(#Cc1ccccc1)CN1CCN(c2ccccn2)CC1	?	/
Cc1nc(NCC2CCCO2)c2nnn(Cc3ccccc3)c2n1 (stereo unspecified)	?	/
O=C(COC(=O)CCCC1=NS(=O)(=O)c2ccccc2N1)Nc1ccccc1	-21%	/
CC(C)c1ccc(NC(=O)COC(=O)c2cc(=O)[nH]c3ccccc23)cc1	?	/
Cc1ccc(S(=O)(=O)Nc2nc3cc(C)c(C)cc3[nH]2)cc1	12%	/
O=C(Nc1ccon1)Nc1ccccc1C(F)(F)F	-20%	9

High-throughput results deposited in PubChem by National Center for Advancing Translational Sciences (NCATS).
